Menin MLL FP TR: menin-MLL binding inhibition, Texas Red mutant peptide; AID 1768; 0.23% of 270,000 active; Potency, µM (titrated, usually from 61.6 µM), for inactives: at the top dose FP activity change, negative = inhibition, most hits filed as inhibitors; Menin + Texas Red MLL mutant peptide, fluorescence polarization; O00255; active means well fitted inhibition curve with a large enough effect in the polarisation, with a control signal flat, not every such curve was filed as active; inconclusive means small, poorly fitted or top-dose-only effect, or effect the other way, or a change in a side signal; inactive means no such curve, though single readings can be large or run the other way; the % refers to the polarisation; further: potency means the concentration at half of the fitted maximal effect; % of control where 0% means no effect; many of its hits are not listed in these tables
Target sequence (O00255 whole entry, looked up): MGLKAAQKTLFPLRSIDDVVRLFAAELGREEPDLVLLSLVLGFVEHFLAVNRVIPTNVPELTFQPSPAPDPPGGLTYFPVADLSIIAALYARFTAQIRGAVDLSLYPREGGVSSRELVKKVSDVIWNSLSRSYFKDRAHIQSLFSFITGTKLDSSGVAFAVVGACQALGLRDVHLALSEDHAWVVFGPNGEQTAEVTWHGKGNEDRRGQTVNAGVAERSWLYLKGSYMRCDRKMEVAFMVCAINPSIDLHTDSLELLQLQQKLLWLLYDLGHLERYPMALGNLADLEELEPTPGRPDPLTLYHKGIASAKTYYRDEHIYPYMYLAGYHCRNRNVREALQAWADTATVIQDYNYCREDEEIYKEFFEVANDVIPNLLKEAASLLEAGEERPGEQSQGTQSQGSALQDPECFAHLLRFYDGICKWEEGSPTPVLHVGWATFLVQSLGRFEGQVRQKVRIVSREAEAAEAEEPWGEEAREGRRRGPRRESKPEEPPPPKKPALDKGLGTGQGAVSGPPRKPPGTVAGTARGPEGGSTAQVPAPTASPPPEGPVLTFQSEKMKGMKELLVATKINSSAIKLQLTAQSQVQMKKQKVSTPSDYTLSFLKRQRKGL
RORg inh: blocks mouse ROR gamma transcriptional activity; Drosophila S2 Gal4-RORgamma UAS-luciferase reporter, 20 h; Potency, µM (titrated, usually from 53.6 µM), for inactives: at the highest dose activity change, negative = inhibition, usual class: inhibitors; AID 2551; 5.4% of 310,000 active; further: potency means the concentration at half of the fitted maximal effect; on the % scale 0 is the no-effect control and ±100 the full control effect; nearly all actives have a fitted effect of over 60% in size
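Read-out: Photinus luciferase luminescence; inhibitors lower reporter signal. Insect Schneider cells with Gal4-ROR gamma fusion under metallothionein promoter, UAS reporter; 700 uM final copper sulfate induction, 20 hr, ambient temperature.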
MBNL1 CUG block: blocks human MBNL1 binding to CUG repeat RNA | Q9NR56 | TR-FRET MBNL1-His/biotin-(CUG)12 binding, 665/545 ratio | Potency, µM (doses to about 57.5 µM), for inactives: at the highest dose activity change, negative = inhibition, most hits filed as inhibitors | 0.036% of 280,000 active | AID 2675; active means well fitted inhibition curve with a large enough effect in the signal ratio, with a control signal flat, not every such curve was filed as active; inconclusive means small, poorly fitted or top-dose-only effect, or effect the other way, or a change in a side signal; inactive means no such curve, though single readings can be large or run the other way; the % refers to the signal ratio; further: potency means the concentration at half of the fitted maximal effect; on the % scale 0 is the no-effect control and ±100 the full control effect
Target sequence (Q9NR56 whole entry, looked up): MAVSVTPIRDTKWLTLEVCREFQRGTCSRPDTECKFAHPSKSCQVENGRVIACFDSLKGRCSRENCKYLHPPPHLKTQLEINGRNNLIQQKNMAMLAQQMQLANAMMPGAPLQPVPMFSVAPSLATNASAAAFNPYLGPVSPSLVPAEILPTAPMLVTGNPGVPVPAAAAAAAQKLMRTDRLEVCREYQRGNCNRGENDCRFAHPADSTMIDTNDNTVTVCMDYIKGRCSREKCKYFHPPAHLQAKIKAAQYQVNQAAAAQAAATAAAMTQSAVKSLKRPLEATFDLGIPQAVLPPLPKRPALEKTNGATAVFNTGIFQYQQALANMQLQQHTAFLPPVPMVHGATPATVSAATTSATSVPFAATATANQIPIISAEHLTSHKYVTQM
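Inhibition of protein-RNA binding appears as loss of TR-FRET between terbium anti-His antibody on MBNL1-His and streptavidin-XL665 on biotin-(CUG)12. Activity is normalized to buffer-only and uninhibited-complex controls.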
Mito fusion yeast: inhibitors of mitochondrial division or activators of mitochondrial fusion; S. cerevisiae fusion-defective mutant growth rescue, CellTiterGlo 48 h; Potency, µM (series often up to 46.1 µM), inactives show top-dose growth rescue (activation), actives largely listed as activators; 0.23% of 320,000 active;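 further: potency means the concentration at half of the fitted maximal effect; % of control where 0% means no effect; nearly all actives have a fitted effect of over 45% in size; temperature-sensitive fusion mutants such as fzo1-1 at 37 °C on non-fermentable ethanol glycerol medium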
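S. cerevisiae fusion-defective temperature-sensitive mutants (e.g. fzo1-1, mgm1-5) grown 48 h at 37C in YPEG (ethanol/glycerol non-fermentable) medium with 23 nl compound per well; growth rescue read as CellTiterGlo luminescence.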
KCNH2 3.1 block: KCNH2 3.1 (human) potassium channel inhibition. U2OS KCNH2 3.1, thallium flux FluxOr; hits give low values. activity change, % (tested at about 1.8 µM). 0.95% of 340,000 active;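 active means maximum activity change below -70%; inconclusive means maximum activity change from -70% to -50%; inactive means maximum activity change above -50%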;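 further: thallium influx rate constant from kinetic fluorescence after stimulation buffer; on the % scale 0 is the no-effect control and ±100 the full control effect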
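Thallium flux read-out: FluxOr dye with Red40 quencher in HBSS/HEPES, 45 min at RT. Rate constants from kinetic reads were normalized to positive and negative DMSO controls. Cells: U2OS virally expressing the 3.1 isoform.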
PKM2 activator: activators of human pyruvate kinase M2 | P14618 | purified PKM2, Kinase-Glo ATP luminescence, activation; response scale: 0% is enzyme alone, no compound | Potency, µM (titrated, usually from 57.5 µM), for the others: top-dose activation, usual class: activators | 0.34% of 260,000 active | AID 1631; further: potency means the concentration at half of the fitted maximal effect; on the % scale 0 is the no-effect control and ±100 the full control effect; nearly all actives have a fitted effect of over 55% in size
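ATP formation by purified human PK-M2, quantified via coupled luciferase luminescence after 1 h at room temperature with 0.1 mM ADP and 0.5 mM PEP final.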
Gal4-VP16 FLuc: Gal4-VP16 reporter inhibition counter-screen; Potency, µM (titrated, usually from 53.6 µM), for inactives: at the top dose activity, negative = inhibition, hits mostly inhibitors; AID 2546; Drosophila S2 Gal4-VP16 UAS-luciferase, luminescence, 20 h; 3.5% of 310,000 active;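 further: Gal4-VP16 expression switched on by copper sulfate through the metallothionein promoter; potency means the concentration at half of the fitted maximal effect; on the % scale 0 is the no-effect control and ±100 the full control effect; nearly all actives have a fitted effect of over 50% in size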
NPC1 prom act: activates the NPC1 promoter; 2.4% of 320,000 active; Huh7 NPC1 promoter luciferase reporter, 24 h; Potency, µM (series often up to 9.22 µM), without a hit: at the top dose activation, most hits filed as activators; AID 485313;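 further: potency means the concentration at half of the fitted maximal effect; % of control where 0% means no effect; nearly all actives have a fitted effect of over 60% in size; reporter is driven by a mutant NPC1 promoter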
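Luciferase expression driven by the NPC1 promoter was measured in stably transfected Huh7 cells after a 24 h compound incubation, using a luciferase reagent and a luminescence read.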
FLuc modulator: inhibits or activates purified firefly luciferase, miR-21 counter-screen. P08659. purified FLuc, Km substrates, luminescence inhibition. Potency, µM (highest dose often 57.5 µM), without a hit: at the top dose activity change, negative = inhibition, hits mostly inhibitors. 6.9% of 360,000 active;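 further: potency means the concentration at half of the fitted maximal effect; plate controls were vehicle for no effect and reference inhibitor for full effect; nearly all actives have a fitted effect of over 55% in size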
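Biochemical qHTS of compounds, final roughly 60 µM downward over six points, against 10 nM purified firefly luciferase using Km concentrations of substrates (10 uM D-luciferin, 10 uM ATP) in Tris acetate pH 7.5 buffer; luminescence output.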
ELG1 DNA repair: blocks ELG1-dependent DNA repair in HEK293T cells. 2.3% of 330,000 active. HEK293T ELG1-luciferase reporter, luminescence, 16 h; DNA damage induced by 5-fluorouridine. Potency, µM (highest dose often 46.1 µM), without a hit: top-dose activity change, negative = inhibition, hits mostly inhibitors. AID 504467; further: potency means the concentration at half of the fitted maximal effect; on the % scale 0 is the no-effect control and ±100 the full control effect; nearly all actives have a fitted effect of over 55% in size
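HEK293T cells expressing luciferase-tagged ELG1 (2,000/well) received 5-Fluorouridine plus compound or DMSO for 16 hr at 37 °C. Luciferase was read by ONE-Glo luminescence after 30 min at room temperature.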
Rab9 promoter act: Rab9 promoter activation. AID 485297. Huh7 Rab9 promoter-luciferase reporter, luminescence, 24 h. Potency, µM (titrated, usually from 9.22 µM), for inactives: top-dose activation, negative = inhibition, usual class: activators. 2.8% of 320,000 active; further: potency means the concentration at half of the fitted maximal effect; % of control where 0% means no effect; nearly all actives have a fitted effect of over 60% in size
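Rab9 promoter-driven luciferase in stably transfected Huh7 cells; 1500 cells/well rested 2 h, exposed to compound in DMSO for 24 h at 37 °C, 5% CO2. Luminescence read 10 min after adding luciferase reagent at ambient temperature.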
Starred values were filed as active, the others as inactive; ? = inconclusive; / = not tested or not shown; [ ] = remark or other dose. Unless noted, the call rests on the fitted dose curve; in most records, active means well fitted curve in the direction sought with a large enough effect; inconclusive means small, poorly fitted or top-dose-only effect, or another doubt; inactive means no such curve, though single readings can be large; an effect the other way counts as inactive or inconclusive.

Results follow in this order: RORg inh	Gal4-VP16 FLuc	Mito fusion yeast	FLuc modulator	Menin MLL FP TR	ELG1 DNA repair	KCNH2 3.1 block	PKM2 activator	NPC1 prom act	MBNL1 CUG block	Rab9 promoter act
> Cc1cc(C)c(C#N)c(SCCS(=O)(=O)c2ccc(Cl)cc2)n1
  ?	-4%	-7%	-1%	/	-8%	10	20µM*	-8%	16%	-17%
> COc1ccccc1C(=O)NCC(=O)n1nc(C)cc1C
  18%	4%	0%	?	-1%	1%	-1	-5%	0%	7%	1%
> CCOc1cc(/C=N/n2cnnc2)ccc1O
  10%	2%[0.365 µM]	-1%	-8%	-1%	0%	0	-7%	3%	4%	-2%
> c1ccc(-n2cnc3ccccc32)cc1
  ?	-9%	1%	?	-10%	?	6	-7%	13%	-14%	20%
> CCc1nc2c(c(=O)[nH]1)C(CC)(CC)Cc1ccccc1-2
  ?	-16%	0%	6%	-9%	26%	39	-1%[11.5 µM]	2%	0%	5%
> COc1cccc(C(=O)c2c[nH]c(C(=O)NCCCN3CCOCC3)c2)c1
  13%	1%[10 µM]	1%	4%	3%	9%	-1	3%	?	-6%	-3%
> CCCN(CC(=O)Nc1ccccc1OC)C(=O)c1cc2ccccc2o1
  -1%	7%	-8%	5%	-2%	-4%	-1	-1%	-3%	8%	-21%
> N#Cc1ccc(OCC(=O)OCC(=O)c2ccc[nH]2)cc1
  /	/	0%	5%	/	25%	0	/	0%	/	-2%
> COc1ccc(N(CC(=O)N2CCc3ccccc32)S(=O)(=O)c2c(C)nn(C)c2C)cc1
  5%	4%	-4%	10%	4%	-8%	-13	-15%	-2%	-9%	3%
> O=C(NC(N1CCOCC1)C(Cl)(Cl)Cl)c1ccc(F)cc1 (stereo unspecified)
  3%	9%	-2%	1%	1%	-4%	0	-3%	-1%	-6%	-4%
> Cc1cc(C)c(C(=O)C(C)OC(=O)c2ccccn2)cc1C (stereo unspecified)
  -20%	-12%	-5%	5%	/	2%	-11	2%	2%	-10%	9%
> O=C(NCCSCc1ccco1)Nc1ccccc1
  28%	-16%	-3%	17µM*	9%	0%	6	0%	26%	-2%	24%
> CCc1ccc(NC(=O)CCCNC(=O)Cn2cnc3sc(C)c(C)c3c2=O)cc1
  12%	1%	2%	-1%	2%	0%	-20	0%	2%	0%	-3%
> CC(=O)N(C(C)=O)c1c(N2CCOCC2)c2ccccc2oc1=O
  13%	3%	-3%	8%	-3%	8%	1	-2%	-4%	1%	1%
> N=c1n(CCc2ccccc2)c2ccccc2n1Cc1ccccc1F
  -5%	-15%	-6%	0%	-27%	?	-49	-9%	6%	-16%	-7%

Part of the list above, in markdown:
| Compound | RORg inh | Gal4-VP16 FLuc | Mito fusion yeast | FLuc modulator | Menin MLL FP TR | ELG1 DNA repair | KCNH2 3.1 block | PKM2 activator | NPC1 prom act | MBNL1 CUG block | Rab9 promoter act |
| --- | --- | --- | --- | --- | --- | --- | --- | --- | --- | --- | --- |
| N#Cc1ccc(OCC(=O)OCC(=O)c2ccc[nH]2)cc1 | / | / | 0% | 5% | / | 25% | 0 | / | 0% | / | -2% |
| COc1ccccc1C(=O)NCC(=O)n1nc(C)cc1C | 18% | 4% | 0% | ? | -1% | 1% | -1 | -5% | 0% | 7% | 1% |
| N=c1n(CCc2ccccc2)c2ccccc2n1Cc1ccccc1F | -5% | -15% | -6% | 0% | -27% | ? | -49 | -9% | 6% | -16% | -7% |
| COc1cccc(C(=O)c2c[nH]c(C(=O)NCCCN3CCOCC3)c2)c1 | 13% | 1%[10 µM] | 1% | 4% | 3% | 9% | -1 | 3% | ? | -6% | -3% |

Continued:
Results follow in this order: RORg inh	Gal4-VP16 FLuc	Mito fusion yeast	FLuc modulator	Menin MLL FP TR	ELG1 DNA repair	KCNH2 3.1 block	PKM2 activator	NPC1 prom act	MBNL1 CUG block	Rab9 promoter act
> CC(=O)Nc1c(C)nn(-c2ccc([N+](=O)[O-])cc2)c1C
  31%	4%	7%	-1%	0%	0%	-3	-6%	-8%	-4%	-3%
> Cc1cc(C)n(C(=O)C23CC4CC(CC(C4)C2)C3)n1
  ?	22%	1%	-1%	4%	-5%	/	2%	-4%	-3%	-4%
> COc1ccc(C2CC(c3ccc([N+](=O)[O-])cc3)=NN2C(=O)c2ccccc2)cc1OC (stereo unspecified)
  1%	0%[10 µM]	3%	-3%	-26%	?	-17	-2%	-5%	?	1%
> COc1ccc(/C=C2\CCn3c2nc2ccccc2c3=O)cc1OC
  ?	?	1%	8.5µM*	0%	?	6	-1%	3.5µM*	12%	2.5µM*
> CCC(NC(=O)c1ccccc1NC(=O)c1ccccc1)C(=O)OC (stereo unspecified)
  ?	6.3µM*	-3%	1%	-2%	23%	9	-12%	-1%	-9%	3%
> COc1ccc(C(CNC(=O)c2cc3ccccc3cc2O)N2CCOCC2)cc1 (stereo unspecified)
  /	/	-5%	0%	/	?	11	/	0%	/	0%
> CCOc1ccc(C2CC(c3cccc(C)c3)n3nc(N)nc3N2)cc1 (stereo unspecified)
  -9%	3%	-9%	3%	-16%	12%	2	4%	0%	4%	-3%
> CSC(SC)=C(C(C)=O)C(=O)c1ccc(C)cc1
  19%	-6%	?	-12%	-7%	?	11	-2%	9%	1%[11.5 µM]	-1%
> N#Cc1ccccc1OCC(=O)NNC(=O)CNC(=O)c1cccc(Br)c1
  /	/	0%	/	/	0%	1	/	-1%	/	-4%
> COc1ccc(NC(=O)CCc2nc3ccccc3s2)c(OC)c1
  -9%	9%	2%	-1%	5%	-6%	-13	-2%	-1%	0%	-2%
> CCOc1cccc(C2/C(=C(/O)c3ccc4c(c3)CC(C)O4)C(=O)C(=O)N2Cc2cccnc2)c1 (stereo unspecified)
  9%	-1%	-3%	3%	/	14%	11	/	6%	22%	-4%
> CC1CCN(c2nnc(-c3cccs3)c3ccccc23)CC1
  ?	?	?	9.5µM*	-15%	9%	-85*	-2%	0%	5%	8%
> CCOc1ccccc1NC(=O)C1C2C=CC(C2)C1C(=O)O (stereo unspecified)
  -17%	-4%	-4%	-1%	/	4%	3	0%	-1%	4%	-2%
> COc1ccc(CCNS(=O)(=O)c2ccc3c(c2)OCCO3)cc1
  12%[0.365 µM]	/	-4%	6%	-14%	-8%	-1	6%	1%	-1%	1%
> N#C/C(=C\c1cn(CCOc2ccccc2)c2ccccc12)C(=O)NCC1CCCO1 (stereo unspecified)
  40%	-13%	10%	?	14%	?	0	-9%	-2%	40%[activator]	-2%
> CCOC(=O)c1ccc(NC(=O)Nc2ccc(Cl)cn2)cc1
  2%	-16%	-1%	-1%	18%	0%	-6	-12%	3%	-8%	1%
> CC(/C=N/Nc1ncc(C)c(=O)[nH]1)=C\c1ccccc1
  ?	22%	18%	?	4%	?	-29	-1%	13%	?	?
> O=C(NNS(=O)(=O)c1ccccc1)C1CCN(S(=O)(=O)c2ccccc2)CC1
  8%	-3%	1%	2%	1%	-4%	-1	3%	2%	-12%	-4%
> O=C(COc1ccc([N+](=O)[O-])cc1)NC(=O)NC1CCS(=O)(=O)C1 (stereo unspecified)
  /	/	2%	1%	/	1%	4	/	-1%	/	-2%
> CCOC(=O)c1cccc(NC(=O)C2CCN(c3ncnc4c3nc3n4CCCCC3)CC2)c1
  ?	0%	-4%	-9%	-10%	0.46µM*	-21	0%[0.46 µM]	-3%	-15%	-5%
> CN(/C=C/C(=C/C=[N+](C)c1ccccc1)OCCCS(=O)(=O)[O-])c1ccccc1
  -12%	5%	-4%	?	-15%	-6%	-19	0%	-30%[inhibitor]	/	9%
> CCOC(=O)C(C)n1cnc2c(nnn2Cc2ccc(Cl)cc2)c1=O (stereo unspecified)
  9%	14%	0%	-1%	-8%	5%	-22	-10%	4%	1%	-4%
> COCCNC(=O)C(=O)N/N=C(\C)CC(=O)Nc1cccc(C(F)(F)F)c1
  27%	1%	-2%	-1%	/	-12%	16	1%	-1%	1%	-13%
> OCCN=C(c1ccccc1)C12CN3CN(CN(C3)C1)C2
  4%	-16%	-3%	-1%	3%	-8%	-8	-2%	-2%	1%	5%

This is a subset; count on the stated rates, not on these rows.
